Jurkat NFkB inh: inhibitors of induced NF-kB luciferase reporter, primary screen, TCR NF-kB activation inhibitor project, cell-based, luminescence, uHTS | Jurkat, PMA/ionomycin-induced NF-kB luciferase reporter | inhibition, % at 4 µM | actives 0.53% (n = 330,000) | AID 435003, 2010; in the data active = inhibition above about 50%
tim10-1 inh: growth inhibitors of tim10-1 mutant yeast, primary screen, luminescence, uHTS. S. cerevisiae tim10-1 ts strain growth, BacTiter-Glo, 24 h. inhibition, % at 20 µM. actives 2.2% (n = 330,000);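 active = inhibition of at least 40%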;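 also: mutant grown at 25 °C; 0% = DMSO wells with yeast and 100% = wells holding no yeast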
UPR CHOP act: activators of apoptotic CHOP UPR arm, primary screen, cell-based, CHO-CHOP luciferase reporter, luminescence, uHTS. UPR activation; percent of tunicamycin response over DMSO baseline. activation, % at 10 µM. actives 0.34% (n = 330,000). AID 449763, 2010;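 active = at 10 µM dose, activation of 40% or more, normalized to positive control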;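 also: 100% = tunicamycin at 10 µg/mL and 0% = DMSO alone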
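assay system = CHO CHOP reporter cells | amount = 500 CHO-CHOP cells per well | buffer or medium = F12 with 10% FBS | incubation = 16-18 h cell attachment, then 6 h compound exposure, 37 °C | detection = luminescence read with Steady-Glo | read-out = percent activation relative to tunicamycin control | controls = tunicamycin high control, DMSO low control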
Mdm2-MdmX inh: inhibitors of human Mdm2-MdmX association, primary screen, cell-based, luminescence, split luciferase, SaOS-2, uHTS. actives 3% (n = 330,000). inhibition, % at 8 µM. SaOS-2 split-luciferase Mdm2/MdmX complementation;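 active = inhibition of at least 50% at 8 µM in the primary screen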
Target sequence (O15151 whole entry, looked up): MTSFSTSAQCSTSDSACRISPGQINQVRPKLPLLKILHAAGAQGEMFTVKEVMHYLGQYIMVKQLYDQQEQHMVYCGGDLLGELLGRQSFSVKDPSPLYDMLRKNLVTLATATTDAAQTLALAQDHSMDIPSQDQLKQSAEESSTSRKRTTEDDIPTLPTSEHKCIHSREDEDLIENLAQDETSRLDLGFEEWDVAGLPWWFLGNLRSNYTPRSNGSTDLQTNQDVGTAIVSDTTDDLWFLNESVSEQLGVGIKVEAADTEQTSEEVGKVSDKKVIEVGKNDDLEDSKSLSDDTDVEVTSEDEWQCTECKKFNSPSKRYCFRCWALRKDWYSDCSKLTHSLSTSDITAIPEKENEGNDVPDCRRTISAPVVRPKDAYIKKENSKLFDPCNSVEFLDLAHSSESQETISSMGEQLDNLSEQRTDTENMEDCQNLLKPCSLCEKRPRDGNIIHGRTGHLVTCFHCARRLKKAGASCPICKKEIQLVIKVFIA
Target sequence (Q00987 whole entry, looked up): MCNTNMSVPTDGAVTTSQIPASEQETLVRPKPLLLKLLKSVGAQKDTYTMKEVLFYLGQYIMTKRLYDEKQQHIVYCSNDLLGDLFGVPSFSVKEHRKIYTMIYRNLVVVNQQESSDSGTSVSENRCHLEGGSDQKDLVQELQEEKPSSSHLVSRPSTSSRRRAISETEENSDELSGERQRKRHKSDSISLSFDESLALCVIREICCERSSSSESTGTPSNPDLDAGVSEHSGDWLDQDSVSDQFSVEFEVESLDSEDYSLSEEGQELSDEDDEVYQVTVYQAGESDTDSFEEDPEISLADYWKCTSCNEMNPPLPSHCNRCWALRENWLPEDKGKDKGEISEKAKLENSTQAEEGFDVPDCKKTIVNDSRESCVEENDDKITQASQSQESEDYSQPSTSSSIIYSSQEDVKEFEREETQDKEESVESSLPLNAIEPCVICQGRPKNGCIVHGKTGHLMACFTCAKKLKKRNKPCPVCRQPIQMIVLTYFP
TIM10 inh: growth inhibitors of isogenic TIM10 control yeast, primary screen, counter-screen for tim10-1 yeast inhibitor project, luminescence, uHTS | S. cerevisiae TIM10 strain growth, BacTiter-Glo luminescence, 24 h | inhibition, % at 10 µM | actives 1.4% (n = 330,000) | AID 463195, 2010;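 active = inhibition of 40% or more at the single tested concentration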;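 also: wild-type TIM10 isogenic control strain grown at permissive 25 °C; 0% = DMSO yeast wells and 100% = minimal medium wells without yeast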
XBP1 UPR activ: activators of adaptive XBP1 UPR arm, primary screen, cell-based, CHO-XBP1 luciferase reporter, luminescence, uHTS | IRE1-XBP1 UPR activation; percent of tunicamycin response, DMSO as zero | activation, % at 20 µM | actives 0.33% (n = 330,000);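 active = versus positive control, 20 µM dose yields 30% or more activation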;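 also: 100% = tunicamycin at 10 µg/mL and 0% = DMSO only wells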
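Material: CHO cell line with stable XBP1 luciferase reporter; buffer or medium: F12 medium containing 10% fetal bovine serum; compound: single point, 20 µM final compound, 1% DMSO; incubation: 6 h treatment, 37 °C; measured by: glow luminescence from Steady-Glo reagent; evaluation: activation, % of tunicamycin; control set: tunicamycin high, DMSO low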
697 NFkB inh: inhibitors of PMA/ionomycin-induced NF-kB reporter, 697 cells, primary screen, B-cell NF-kB inhibitor project, cell-based, luminescence, uHTS | 697 B-cell NF-kB luciferase reporter, 16 h | inhibition, % at 4 µM | actives 0.33% (n = 330,000) | AID 435022, 2010; in the data active = inhibition above about 35%
tim23-1 inh: growth inhibitors of tim23-1 mutant yeast, primary screen, luminescence, uHTS. S. cerevisiae tim23-1 growth, BacTiter-Glo luminescence, 24 h. inhibition, % at 20 µM. actives 1.3% (n = 330,000);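 active = growth inhibition of the mutant yeast at or above 50%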;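 also: temperature-sensitive mutant grown at 25 °C; plate controls were DMSO-treated mutant yeast for no effect and medium wells lacking yeast for full effect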
An asterisk follows results filed as active.

molecule,tim10-1 inh,UPR CHOP act,XBP1 UPR activ,Jurkat NFkB inh,TIM10 inh,tim23-1 inh,Mdm2-MdmX inh,697 NFkB inh
Cc1cc(C(=O)Nc2cccc3c2O[C@@H](CN(C)S(=O)(=O)c2ccccc2)[C@H](C)CN([C@@H](C)CO)C3=O)n(C)n1,7,-0.3,-4,-108,1,6,-1,16
CC(=O)c1ccc(S(=O)c2ccccc2)cc1 (stereo not drawn),-4,-2.5,5,1,-8,3,15,8
Cc1ccc(C(=O)NNC(=O)CSc2nnc(-c3ccncc3)n2-c2ccc(C)cc2)cc1,19,-0.9,-1,5,-15,-1,-13,4
Cc1ccc(S(=O)(=O)CCC(=O)c2ccc(O)cc2O)cc1,54*,12,-5,-9,55*,48,0,16
Cc1ccc(C)c(OCCC(=O)OCC(=O)Nc2cccnc2Cl)c1,29,-0.2,-3,3,9,38,28,4
COc1ccc(CCNS(=O)(=O)c2cccc3cccnc23)cc1OC,17,1.2,-3,11,13,12,14,11
c1cncc(C2Nc3ccccc3-c3nc4ccccc4n32)c1 (stereo not drawn),1,3.0,1,-38,7,41,53*,-1
CCOC(=O)c1c(-c2ccc(C)cc2)csc1NC(=O)CCSc1nnc2ccccn12,7,-0.9,-1,14,13,8,-16,-42
Cc1cccc(C(=O)NCC(=O)N2CC=C(c3ccccc3)CC2)c1,-14,-0.7,1,13,-17,-11,10,15
Cc1cccc(N(C(=O)CCC(=O)Nc2cc(C)on2)C(C(=O)NC2CCCC2)c2ccncc2)c1 (stereo not drawn),11,0.8,2,5,-2,12,-23,-8
CCCc1cc(N2CCCC(C(=O)Nc3cc(Cl)ccc3OC)C2)n2ncnc2n1 (stereo not drawn),16,-0.2,-1,13,22,-1,17,25
COc1ccc2cc(C(C)C(=O)N3CCC(C(N)=O)CC3)ccc2c1 (stereo not drawn),18,3.4,2,-6,-10,17,16,2

(list continues)
molecule,tim10-1 inh,UPR CHOP act,XBP1 UPR activ,Jurkat NFkB inh,TIM10 inh,tim23-1 inh,Mdm2-MdmX inh,697 NFkB inh
Cc1ccc(C)c(N(CC(=O)NC2CCCC2)C(=O)c2cc3cc4cc(C)ccc4nc3s2)c1,6,1.6,0,-1,-1,11,-4,-8
COc1cccc(-c2cc(C(=O)NCCN3CCOCC3)no2)c1,13,0.5,5,3,-6,3,5,-11
CC(C)OC(=O)c1c(NC(=O)c2cnn3c2NC(c2ccccc2)CC3C(F)F)sc2c1CCCC2 (stereo not drawn),5,0.3,-1,8,4,-7,35,20
CCOC(=O)c1sc2nc3n(c(=O)c2c1C)CCCCC3,32,7.8,6,-78,-9,4,-139,-93
COc1ccc(N2CCN(C3CCCN(C(=O)C4=C(C)OCCO4)C3)CC2)cc1 (stereo not drawn),-2,-2.0,-3,14,0,9,18,3
Cc1cc(=O)n2nc(N3CCCC(C(=O)NCc4ccc(F)cc4)C3)sc2n1 (stereo not drawn),-1,-1.4,-5,4,12,2,15,11
COc1ccc(N2CCN(S(=O)(=O)c3c(C)noc3/C=C/N(C)C)CC2)cc1,15,-0.6,-4,-9,13,26,-18,-26
O=C(Nc1ncn[nH]1)c1ccc(Cl)c(S(=O)(=O)N2CCCCCC2)c1,4,-3.3,0,1,-12,-3,22,3
O=C(O/N=C/c1ccc(Br)cc1)c1ccc(F)cc1,7,1.6,-3,0,-32,-3,13,1
CCS(=O)(=O)N1CCC(C(=O)NC2CCCCCCC2)CC1,-6,-0.6,0,-18,4,15,10,-24
CCOC(=O)C(C)Sc1nnc(Cn2c(=O)sc3ccccc32)n1-c1ccccc1 (stereo not drawn),24,0.5,-3,0,11,19,10,12
O=C(N/N=C/c1cc(Br)ccc1O)c1cccc(N2CCCC2=O)c1,0,-0.3,-2,14,-12,22,54*,-38

Results in tim10-1 inh and Mdm2-MdmX inh, for two of the compounds above:
| structure | tim10-1 inh | Mdm2-MdmX inh |
| --- | --- | --- |
| CC(=O)c1ccc(S(=O)c2ccccc2)cc1 (stereo not drawn) | -4 | 15 |
| Cc1cc(=O)n2nc(N3CCCC(C(=O)NCc4ccc(F)cc4)C3)sc2n1 (stereo not drawn) | -1 | 15 |

Additional results:
molecule,tim10-1 inh,UPR CHOP act,XBP1 UPR activ,Jurkat NFkB inh,TIM10 inh,tim23-1 inh,Mdm2-MdmX inh,697 NFkB inh
Cc1ccc(S(=O)(=O)NC2c3cccc4cccc(c34)C2Sc2nc(C)cc(C)n2)cc1 (stereo not drawn),33,0.1,2,-23,11,30,-8,-41
CN1CCN(c2ccccc2NC(=O)COc2ccc(C3CCCCC3)cc2)CC1,43*,0.3,-1,9,40*,39,51*,10
CCOc1ccc(Cl)cc1CSc1ncn[nH]1,-3,-0.4,1,13,9,15,35,3
Nc1cc(S(=O)(=O)Nc2cc(Cl)ccc2Cl)ccc1N1CCOCC1,18,-0.2,3,5,24,39,-9,-12
CN1CCN(CCCNC(=O)Cn2ncc3c4ccccc4n(C)c3c2=O)CC1,-24,0.7,0,-10,0,-7,10,6
CC(=O)OCC1O[C@@H](O[C@@H]2C[C@H]3C(C)(C)[C@H](OC(C)=O)CC[C@]3(C)[C@H]3CC[C@]45C[C@]4(CC[C@H]5[C@@H](C)C[C@@H](O)[C@H](O)C(C)(C)O)[C@@]32C)[C@H](O)[C@@H](O)[C@@H]1O (stereo partly drawn),12,5.4,29,7,2,24,93*,14
O=C(Nc1cccc(C(=O)NC2CC2)c1)c1ccc(F)c(S(=O)(=O)N2CCOCC2)c1,-6,0.1,-2,1,-5,5,-16,-10
CC1(C(=O)O)C=CCN1C(=O)c1ccccc1 (stereo not drawn),-12,0.4,-3,11,-5,-6,30,21
O=C(/C=C/c1ccco1)NC(=S)Nc1ccccc1O,-21,-1.7,-1,-14,2,-2,0,-4
CC(NC(=O)C1CC=CCC1C(=O)O)C1CC2CCC1C2 (stereo not drawn),20,-1.3,-1,-22,-3,8,16,8
Cc1ccc(N)cc1S(=O)(=O)N(C)C,26,-0.3,0,-2,5,12,13,8
CCS(=O)(=O)N1CCC(C(=O)Oc2ccc(Br)cc2)CC1,16,2.6,-2,13,-2,25,-2,7

An excerpt from above in order of the Mdm2-MdmX inh value, largest number first:
Molecule,XBP1 UPR activ,Jurkat NFkB inh,Mdm2-MdmX inh,697 NFkB inh
CC(C)OC(=O)c1c(NC(=O)c2cnn3c2NC(c2ccccc2)CC3C(F)F)sc2c1CCCC2 (stereo not drawn),-1,8,35,20
CCCc1cc(N2CCCC(C(=O)Nc3cc(Cl)ccc3OC)C2)n2ncnc2n1 (stereo not drawn),-1,13,17,25
CC(=O)c1ccc(S(=O)c2ccccc2)cc1 (stereo not drawn),5,1,15,8
CCOC(=O)C(C)Sc1nnc(Cn2c(=O)sc3ccccc32)n1-c1ccccc1 (stereo not drawn),-3,0,10,12
Cc1ccc(S(=O)(=O)CCC(=O)c2ccc(O)cc2O)cc1,-5,-9,0,16

(more compounds)
molecule,tim10-1 inh,UPR CHOP act,XBP1 UPR activ,Jurkat NFkB inh,TIM10 inh,tim23-1 inh,Mdm2-MdmX inh,697 NFkB inh
CC(=O)c1cccc(NC(=O)Cn2cnc(S(=O)(=O)N3CCCC3)c2)c1,-1,2.1,-2,-13,5,-11,-8,-16
COc1ccc(NS(=O)(=O)c2cc(NC(=O)c3cc(F)c(F)cc3Cl)ccc2N2CCOCC2)cc1,4,0.8,-5,12,1,-7,51*,6
CC1(c2ccc3ccccc3c2)NC(=O)N(CC(=O)N2CCN(c3ccccc3O)CC2)C1=O (stereo not drawn),-10,-0.6,-5,15,10,-6,14,-7
CCCc1nc2c(c(=O)c3ccccc3n2C)c(=O)n1-c1cc(C)cc(C)c1,6,7.1,0,-15,20,32,32,1
Cc1c(C(=O)NCc2cccnc2)oc2ccc(S(=O)(=O)N3CC(C)CC(C)C3)cc12 (stereo not drawn),8,-1.8,1,3,6,9,19,11
O=C(COC(=O)c1cc[n+]([O-])cc1)Nc1cccc(F)c1,-1,0.6,0,-5,7,12,1,2
COc1ccc(C2/C(=C(\O)c3ccc4c(c3)OCCO4)C(=O)C(=O)N2CCCN(C)C)cc1 (stereo not drawn),4,-0.4,1,-1,6,5,15,-3
O=C(c1ccc(Cl)cc1)N(c1ccccn1)C1CCCCC1,3,-1.6,-8,-14,-11,33,9,-11
O=C(C1CCN(S(=O)(=O)c2ccccc2F)CC1)N1CCc2ccccc2C1,20,-0.5,2,24,16,27,-18,21
Cc1cccc(NC(=O)CCN2CCN(C)CC2)c1,-7,-0.3,0,-13,-16,8,-45,-16
CC(CCc1ccco1)NC(=O)Nc1cccc(F)c1 (stereo not drawn),12,2.8,3,-2,14,8,-9,12
CCNc1nc(NCC)nc(SCCOC(=O)Nc2ccc(Cl)cc2Cl)n1,6,1.1,2,9,3,-10,16,5

(more compounds)
molecule,tim10-1 inh,UPR CHOP act,XBP1 UPR activ,Jurkat NFkB inh,TIM10 inh,tim23-1 inh,Mdm2-MdmX inh,697 NFkB inh
O=C(CCC(=O)N1CCN(c2cccc(Cl)c2)CC1)N1CCN(c2ccccc2)CC1,13,0.4,0,-3,20,24,14,-19
Cc1csc(NC(=O)c2ccco2)c1C(=O)c1ccccc1,15,1.4,3,9,14,16,-3,6
O=C1CC2(CCN(S(=O)(=O)c3ccccc3)CC2)Oc2ccccc21,15,-0.2,-4,-15,0,20,-20,0
CCS(=O)(=O)c1ccc(O)c(NC(=O)c2cc(-c3ccccn3)nc3ccccc23)c1,9,1.1,1,8,3,3,-13,19
COCCn1c(SCc2cnc(-c3ccccc3)s2)nnc1-c1ccncc1,22,-0.3,-2,5,3,18,20,-7
CC(=O)Nc1ccc(NC(=O)c2ccc(CN3CCc4ccccc4C3)cc2)cc1,-16,1.5,-5,-12,-4,-1,13,2
CCOc1ccc(NS(=O)(=O)c2ccc(C(=O)NCC(c3ccco3)N3CCCC3)cc2)cc1 (stereo not drawn),-3,0.3,1,0,1,-6,9,1
Nc1ccc2nc(N3CCOCC3)sc2c1,-1,3.4,-4,-53,-4,12,-20,-49
O=C(NCCN1C(=O)S/C(=C/c2cccnc2)C1=O)C1=NN(c2ccccc2)C(=O)CC1,20,0.7,1,-10,10,37,-11,2
Cc1cccc(NC(=O)c2ccc(Cl)c(S(=O)(=O)N3CCCCCC3)c2)n1,20,-0.2,-3,-8,19,42,-2,10
CCOC(=O)c1c(C)c(C(=O)N2CCc3ccccc3C2)c(C)n1CC,32,-0.8,-3,13,36,40,28,4
Cc1nc(-c2cccs2)ccc1C(=O)O,-4,-0.6,-2,-15,-5,27,4,2

Continued.
molecule,tim10-1 inh,UPR CHOP act,XBP1 UPR activ,Jurkat NFkB inh,TIM10 inh,tim23-1 inh,Mdm2-MdmX inh,697 NFkB inh
O=[N+]([O-])c1cccc(S(=O)(=O)N2CCN(S(=O)(=O)N3CCOCC3)CC2)c1,11,0.5,7,4,11,3,17,6
CCn1c(SCC(=O)Nc2ccccc2C)nnc1-c1ccccc1O,20,-2.6,-2,0,-5,7,-1,8
CC1CC(C)(C)NC(=S)N1CCCC(=O)Nc1ccccc1F (stereo not drawn),4,0.8,0,3,-2,0,-6,0
O=C(CSC1=NS(=O)(=O)c2ccccc2N1)Nc1cccc(F)c1,5,-0.5,-2,9,15,16,21,10
OCCNc1nc(N2CCN(Cc3ccccc3)CC2)nc2ccccc12,10,2.0,1,3,-1,5,11,-1
NC(=O)CC(NC(=O)Cc1ccc(Br)cc1)c1ccc(NCc2ccc(F)c(F)c2)c([N+](=O)[O-])c1 (stereo not drawn),-1,2.0,-3,13,1,8,34,-6
CCN1C(c2ccccc2)=C(c2ccccc2)S/C1=C\C=C1/SC(=S)N(C)C1=O,35,-3.2,-5,10,22,32,19,8

Screening results from PubChem.
